IEC-6 tox – kills IEC-6 intestinal cells in KLF5 counter-screen | inhibition, % at 5 µM | IEC-6 cytotoxicity, luminescence viability | actives 0.78% (n = 290,000) | AID 1825; in the data active means inhibition above about 22%;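 further: 0% = plate median of test compound wells and 100% = cytotoxic reference compound wells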
HSP90 refold inh – blocks HSP90-mediated luciferase refolding in reticulocyte lysate; Rabbit reticulocyte lysate, luciferase refolding luminescence, 3 h; inhibition, % at 5.6 µM; actives 0.91% (n = 290,000); AID 1789;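 active means inhibition above the screen-wide mean plus 3 SD, computed separately per campaign, cut at about 16% in these data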;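 further: 0% = DMSO wells and 100% = 60 µM geldanamycin wells; inhibitors lower the luminescence because luciferase stays unfolded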
aSyn UTR inh – MLPCN primary screen, SNCA 5' untranslated region | actives 0.82% (n = 300,000) | alpha-synuclein 5'UTR reporter, inhibitor activity | inhibition, % (tested at 7.5 µM); in the data active means inhibition above about 60%; inconclusive means no clear call, values can overlap the other calls;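 further: H4 neuroglioblastoma cells stably carrying SNCA 5'UTR luciferase fusion; 0% = DMSO wells and 100% = positive control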
HSF1 activator – increases HSF-1 driven luciferase reporter signal | NIH3T3-HGL HSF-1 luciferase reporter, MG132, 8 h; 100% = twice DMSO control signal | activation, % at 9 µM | actives 1.7% (n = 300,000) | AID 504408;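 active means mean replicate activation of at least 50% with a set share of replicates each reaching 50%; inconclusive means only one of those two conditions met; inactive means mean below 50% and too few replicates reaching it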;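 further: 0% = median of the neutral control wells and 100% = twice that signal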
AI-2 QS modul – modulators of Vibrio harveyi AI-2 quorum sensing system | activity change, % at 7.5 µM | Vibrio harveyi JMH597 AI-2 luminescence/OD600 ratio, 9 h; stronger effect = lower value; strain lacks LuxN and CqsS sensors; 0 = neutral-control median | actives 0.4% (n = 300,000); in the data active means activity change below about -75%, passing the limit was not always enough; inconclusive means no clear call, values can overlap the other calls;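 further: luminescence divided by OD600 gain over 9 h not by final OD600 alone; inactives centre near 13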
GSK3beta inhib – human GSK3beta kinase inhibition. GST-GSK3beta kinase, ADP-Glo luminescence, 60 min; stronger effect = lower value. actives 0.038% (n = 300,000). P49841. activity score (negative = inhibition), % at 10 µM. AID 2097;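 active means more than half of replicate wells score below -50%, meaning over 50% inhibition versus plate controls; inconclusive means some replicates but at most half score below -50%; inactive means no replicate scores below -50%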;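 further: 0% = median DMSO wells and -100% = median GW8510 positive control wells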
Target sequence (P49841 whole entry, looked up): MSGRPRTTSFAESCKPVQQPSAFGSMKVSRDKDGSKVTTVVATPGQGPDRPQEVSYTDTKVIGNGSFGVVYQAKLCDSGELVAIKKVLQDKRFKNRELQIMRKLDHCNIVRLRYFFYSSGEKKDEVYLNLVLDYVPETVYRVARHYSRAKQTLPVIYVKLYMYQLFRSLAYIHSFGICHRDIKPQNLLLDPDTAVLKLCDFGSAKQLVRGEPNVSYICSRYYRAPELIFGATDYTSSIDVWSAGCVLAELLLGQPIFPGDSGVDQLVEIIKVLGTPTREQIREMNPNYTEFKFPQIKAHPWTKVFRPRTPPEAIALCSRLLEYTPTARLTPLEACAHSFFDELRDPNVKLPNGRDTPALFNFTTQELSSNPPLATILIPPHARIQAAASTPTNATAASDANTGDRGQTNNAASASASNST
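test system = GST-tagged human GSK3beta kinase, cell-free | reagent = 25 µM ATP with peptide substrate | dosing = one dose of 10 µM per compound | schedule = 60 min reaction, RT | detection = luminescent ADP-Glo measurement of ADP formed | control set = DMSO neutral wells and GW8510 at 20 µM as positive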
KLF5 inhibitor – kruppel-like factor 5 inhibition | DLD-1 KLF5 promoter-luciferase reporter, luminescence | inhibition, % at 5 µM | actives 0.23% (n = 290,000) | AID 1700;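 active means inhibition above a per-plate limit of that plate's mean compound inhibition plus 3 SD, cut at about 60% in these data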;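 further: 0% = DMSO wells and 100% = LY294002 at 200 µM; higher means less KLF5 promoter-driven luciferase light; inactives centre near -14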
GSK3 alpha inh – inhibitors of human GSK-3 alpha kinase; P49840; ADP-Glo luminescence, 60 min; inhibition, % at 10 µM; actives 0.1% (n = 320,000);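 in the data active means inhibition above about 50%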;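 further: GST-tagged GSK-3 alpha with peptide substrate and 25 µM ATP; 0% = DMSO neutral wells and 100% = GW8510 positive control wells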
Target sequence (P49840 whole entry, looked up): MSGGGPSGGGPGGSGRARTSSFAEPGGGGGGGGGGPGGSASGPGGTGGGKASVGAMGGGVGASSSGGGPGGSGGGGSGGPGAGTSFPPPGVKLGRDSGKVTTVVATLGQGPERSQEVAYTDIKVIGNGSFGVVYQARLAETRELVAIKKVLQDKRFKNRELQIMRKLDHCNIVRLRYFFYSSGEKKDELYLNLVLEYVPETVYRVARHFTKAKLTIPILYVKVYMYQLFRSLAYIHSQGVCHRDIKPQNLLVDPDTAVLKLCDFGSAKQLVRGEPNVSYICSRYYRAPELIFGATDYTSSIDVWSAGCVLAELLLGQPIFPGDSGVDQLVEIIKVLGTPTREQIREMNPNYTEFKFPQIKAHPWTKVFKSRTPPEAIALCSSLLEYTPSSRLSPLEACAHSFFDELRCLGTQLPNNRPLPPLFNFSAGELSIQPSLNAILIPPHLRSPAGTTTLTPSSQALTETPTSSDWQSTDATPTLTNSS
HSF1 inhib – HSF1 inhibition; NIH3T3-HGL HSE-luciferase, MG132-induced, luminescence 8 h; stronger effect = lower value; actives 0.77% (n = 300,000); activity change, negative = inhibition, % at 7.5 µM (by protocol);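 active means more than half of replicate wells show activity change below -50%, luminescence cut by over half; inconclusive means some wells, but at most half, below -50%; inactive means no replicate well below -50%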;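 further: luciferase reports HSF-1 transcriptional activity via heat shock element; 0% = median of DMSO wells and -100% = zero luminescence signal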
HIF act – HIF pathway transcriptional activation; U2OS HRE-luciferase reporter, luminescence; normalized: DMSO 0%, desferrioxamine 100%; activation, % at 7.5 µM (by protocol); actives 0.32% (n = 300,000); AID 1910;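 active means mean activation of at least 10% of the iron chelator positive control signal, with at least half of replicates also reaching 10%; inconclusive means mean and replicate majority disagree about reaching 10%; inactive means mean and most replicates under 10%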
An asterisk follows results filed as active; u = inconclusive; x = not tested or not shown.

SMILES	IEC-6 tox	HSP90 refold inh	aSyn UTR inh	HSF1 activator	AI-2 QS modul	GSK3beta inhib	KLF5 inhibitor	GSK3 alpha inh	HSF1 inhib	HIF act
CCc1ccc(OCC(=O)NC(NC(=S)Nc2ccc(C)cc2C)C(Cl)(Cl)Cl)cc1 (stereo unspecified)	-1	-1	43	4	4	0	-15	-3	14	-1.8
O=C(c1cccc(F)c1)N1CCN(S(=O)(=O)Cc2ccccc2)CC1	-2	-5	3	2	1	-1	-17	-2	2	0.2
O=C(CNCC1CCCO1)N1CCCc2ccccc21 (stereo unspecified)	-7	-1	0	1	1	0	-15	0	2	-0.4
Cc1sc2nc(C)n(/N=C/c3ccccc3)c(=O)c2c1C	-6	3	9	-13	-1	3	-14	3	-11	-0.4
O=C(Cc1ccc(Nc2nc(=S)[nH]c3ccccc23)cc1)NC1CCCCC1	3	4	-8	-30	15	2	-13	-1	-13	-0.9
CCc1ccccc1-n1c(SCC(=O)N2CCCC2)nc2[nH]ncc2c1=O	-2	-3	9	17	2	-4	-14	0	-3	0.4
NS(=O)(=O)c1ccc(NC(=S)NCCc2ccccc2)cc1	4	1	x	x	-2	0	-15	-2	x	x
O=C(CSc1nnc(CN2CCOCC2)n1-c1ccccc1)Nc1ccc(Cl)cc1	4	2	5	-23	0	-1	-25	3	-4	0.6
COCCOC(=O)C1=C(C)NC(=O)NC1c1ccc(OC(=O)c2ccco2)c(OC)c1 (stereo unspecified)	4	-1	-17	-12	15	2	-9	x	0	-0.4
CCOC(=O)c1sc(=S)n(C)c1NC(=O)c1cccc(Br)c1	4	6	-9	10	19	1	-9	4	-2	-0.3
CCn1c(-c2cccc(Br)c2)n[nH]c1=S	-5	-3	-27	-10	11	-1	-28	-1	1	-0.3
COc1ccccc1-c1cc(N)n(S(=O)(=O)c2ccc(F)c(C)c2)n1	4	-3	-10	12	21	2	18	0	16	0.0
CCC1CN(C(=O)N2CCC(C(=O)NCc3ccc(F)cc3)CC2)c2ccccc2O1 (stereo unspecified)	-4	-2	6	7	2	2	9	1	1	-0.7
CN(C)CC/C=C1\c2ccccc2Sc2cc(F)c(Cl)cc21	x	x	-4	-2	-2	-6	x	9	-6	-1.5
CCN(CC)CCN(C(=O)c1cc2ccccc2cc1OC)c1nc2ccc(F)cc2s1	-2	0	-24	32	31	3	-20	-4	29	0.7
CSc1ccc(S(=O)(=O)N2CCC(C(=O)NCCCn3ccnc3)CC2)cc1	-1	-4	6	-14	23	-2	5	-1	-4	-0.4
CC(CN1CCN(C)CC1)OC(=O)c1cccc(F)c1 (stereo unspecified)	-3	-1	-8	21	17	2	-8	-2	10	-2.0
COc1ccc(-c2noc(CNC(=O)c3ccc4c(c3)OCO4)n2)cc1	4	-6	-12	3	1	3	8	-2	6	0.0
COCc1nnc(NC(=O)CSCc2ccccc2)s1	-9	1	-8	3	48	9	-18	-3	2	0.0
CSc1ccc(/C=C2\NC(=O)NC2=O)cc1	x	x	-37	21	-1	-7	x	9	-1	0.2
O=C(O)CC(NC(=O)COc1ccc(Cl)cc1Cl)C(=O)O (stereo unspecified)	-10	2	-7	2	19	2	-2	-3	-5	0.1
O=C(NCCN1CCOCC1)c1sc2ccccc2c1Cl	-6	1	-36	2	12	2	-31	9	2	1.1
O=C(NC1CCCCCC1)C1Cc2ccccc2CN1C(=O)c1ccco1 (stereo unspecified)	7	2	-17	0	1	-3	2	-2	-1	-0.1
CCOc1ccc(N2C(=O)CC(N(CCc3ccc(OC)c(OC)c3)C(=S)Nc3ccccc3)C2=O)cc1 (stereo unspecified)	2	-4	33	42	7	1	-19	-2	31	0.2
NC(=O)N/N=C/c1ccc2cccc(OCc3ccccc3)c2n1	7	-2	u	1	18	-2	-2	2	-3	-0.7

Next section (two carried over from the part before).
SMILES	IEC-6 tox	HSP90 refold inh	aSyn UTR inh	HSF1 activator	AI-2 QS modul	GSK3beta inhib	KLF5 inhibitor	GSK3 alpha inh	HSF1 inhib	HIF act
CCOc1ccc(N2C(=O)CC(N(CCc3ccc(OC)c(OC)c3)C(=S)Nc3ccccc3)C2=O)cc1 (stereo unspecified)	2	-4	33	42	7	1	-19	-2	31	0.2
NC(=O)N/N=C/c1ccc2cccc(OCc3ccccc3)c2n1	7	-2	u	1	18	-2	-2	2	-3	-0.7
CCC1CCCCN1CCCNC(=O)c1ccc2nc(N3CCCCC3)sc2c1 (stereo unspecified)	16	-2	-280	-27	-3	1	-112	2	-24	2.3
CCOC(=O)c1cc2occc2n1Cc1ccc(F)cc1	-4	-1	0	-11	x	x	5	-5	1	-0.3
Cn1c(=O)c2c(c3ccccc31)OC(C)(C)CC2	3	-3	34	-4	7	5	-8	0	-6	-0.6
C=CCn1c(SCC(=O)NC2CCS(=O)(=O)C2)nc2sc(CC)cc2c1=O (stereo unspecified)	-4	0	20	4	52	1	-34	-3	-4	-0.3
NC(=O)[C@@H]1CCCN1Cc1nc(Cc2cccc(C(F)(F)F)c2)no1	-4	0	10	37	-3	-1	-28	1	3	-0.2
CCCN1C2CCCC1CC(NC(=O)c1ccc(OC)cc1)C2 (stereo unspecified)	2	0	-6	-17	0	2	-23	0	1	1.1
O=C(Nc1cccnc1Cl)c1cc(-c2ccc(Cl)cc2)on1	3	-4	-47	19	-4	2	-26	1	-3	0.7
CCCOc1ccc(CNC(=S)NCc2ccc(OC(C)C)cc2)cc1	0	-1	25	6	10	2	-2	-4	7	-0.1
O=C(NCc1cccs1)C1CCCN(S(=O)(=O)c2cnc[nH]2)C1 (stereo unspecified)	3	4	3	17	14	2	3	x	-4	x
CCCN(CCC)CC(O)COc1ccccc1C(=O)Nc1ccccc1 (stereo unspecified)	-2	0	-10	-8	3	3	5	-4	4	-0.3
COc1ccc(Cl)cc1-c1nc(SCC(=O)N(C)CCC#N)n[nH]1	8	3	-4	35	7	0	-29	-3	2	-0.2
Cc1ccc(S(=O)(=O)N2CCN(C(=O)CCC(=O)NCCc3ccc(S(N)(=O)=O)cc3)CC2)c(C)c1	6	6	7	-12	7	-3	-4	2	3	-1.1
CC1CCN(S(=O)(=O)c2cccc(S(=O)(=O)N3CCCC3)c2)CC1	-8	4	-8	-2	17	3	-19	0	-4	-0.2
NCCCCCc1nnc(SCC(=O)Nc2cccc(Cl)c2)o1	1	4	2	0	21	-24	-18	-3	-4	0.5
COc1cc(C(=O)N(CCCO)Cc2cc3ccc(C)c(C)c3[nH]c2=O)cc(OC)c1OC	-7	-1	29	12	-10	0	-17	0	12	-1.1
Cc1cc(/C=C(\C#N)C(=O)O)c(C)n1CCC(C)C	-10	2	18	-21	-1	4	-23	-1	4	-0.1
O=C(OCc1nc2scc(-c3ccccc3)c2c(=O)[nH]1)c1cc(Cl)ccc1[N+](=O)[O-]	-4	6	-13	30	18	-1	-4	-1	-2	0.7
O=C(COc1ccc(Oc2ccccc2)cc1)NCc1cn2ccccc2n1	37*	-2	62*	-26	24	0	22	-3	-10	4.4
CC1Cc2ccccc2N1C(=O)CCS(=O)(=O)c1cccc2nonc12 (stereo unspecified)	-4	-3	0	14	31	2	-5	-3	3	-0.9
COC(=O)C1=C(C)NC(=O)NC1c1ccc(OC(=O)c2ccco2)cc1 (stereo unspecified)	2	1	-8	33	32	1	12	0	-4	-0.3
COc1cc(OC)cc(C(=O)NCCNC(=O)c2ccccn2)c1	-6	0	1	-1	22	-1	-7	0	5	-0.8
O=C(NN=C(Cc1ccccc1)Cc1ccccc1)c1ccccc1F	5	1	-56	11	-2	3	0	3	13	3.4
O=C(COc1ccccc1F)Nc1ccc(S(=O)(=O)Nc2nccs2)cc1	6	-1	-38	3	5	2	-17	5	3	0.2
O=C(c1cc(-c2cccs2)on1)N1CCCc2ccccc21	1	-6	-79	30	2	-1	-4	x	8	1.7
O=C(Nc1ccc2c(c1)C(=O)NC2=O)c1ccccc1	2	-3	-6	0	13	1	-24	-2	-1	0.0

(continued)
SMILES	IEC-6 tox	HSP90 refold inh	aSyn UTR inh	HSF1 activator	AI-2 QS modul	GSK3beta inhib	KLF5 inhibitor	GSK3 alpha inh	HSF1 inhib	HIF act
COC(=O)c1ccc(COC(=O)CCC(=O)c2cccs2)cc1	-5	-3	-84	-2	5	3	9	3	-7	0.6
COc1ccc(/C=N/NC(=O)CCn2cnc(-c3ccccc3)c2-c2ccccc2)cc1	40*	1	u	-18	13	0	9	0	-17	0.0
Cc1ccc(C(=O)CSc2nc3c([nH]2)c(=O)n(C)c(=O)n3C)cc1	0	0	-13	4	20	0	-45	1	9	-1.1
C/C(CC(=O)Nc1cc(C)ccn1)=N\NC(=O)c1cccc(C)c1	-6	3	-45	30	42	-6	10	3	20	1.9
N#CCCn1cc(C(=O)Nc2ccccc2Br)c(-c2cc3ccccc3o2)n1	4	-2	36	18	23	0	11	x	0	-0.5
Cc1cccc2cc(CN(CC3CCCO3)C(=S)Nc3ccccc3)c(=O)[nH]c12 (stereo unspecified)	6	2	7	1	0	-1	-18	2	1	0.3
O=C1CCN(Cc2ccccc2)CCN1CCSc1ccccc1	-2	0	-78	7	17	-2	-106	1	6	4.8
O=C(Nc1cccnc1)c1ccc(S(=O)(=O)c2ccc(Cl)cc2)cc1	-4	0	23	6	15	-2	-12	0	2	-0.3
O=C(CSc1nn(-c2ccccc2)c(=S)s1)Nc1ncccn1	9	5	x	x	8	2	3	-1	x	x
NC(=O)CSc1nnc(C2CC2)n1-c1ccccc1	1	4	4	-18	18	3	24	-1	-6	-0.3
O=C(Nc1ccccc1)C1=C[C@H](c2ccc(C(F)(F)F)cc2)C[C@H](OCCCCO)O1	x	x	-91	-23	18	2	x	-2	-12	2.0
Cc1ccccc1C(=O)N1CCN(c2ccc(NC(=O)Cc3ccccc3)cc2)CC1	7	2	8	-8	18	-1	2	-4	8	0.4
c1ccc2c(c1)OCC(c1nn3cnnc3s1)O2 (stereo unspecified)	-2	-4	-9	4	38	0	-4	-1	-1	-0.2
Cc1cc(C)c(NC(=O)Cn2c(=O)c3cccn3c3ccccc32)c(C)c1	-1	0	11	1	4	-1	-31	0	6	0.1
COc1ccccc1CC(=O)Nc1cc2oc3ccccc3c2cc1OC	5	-2	-129	33	44	0	-7	-6	19	0.9
COc1c(C(C)C)oc2cc3oc(=O)ccc3cc12	-4	0	-43	33	12	6	2	0	9	1.2
O=C(NC(=S)Nc1ncc(Br)cc1Br)c1cncc(Br)c1	-3	-5	-6	-19	11	-5	-53	9	-7	0.8
CCOC(=O)c1cnc(SCC(=O)c2ccc(Cl)cc2)nc1N	7	4	7	-14	10	-1	-13	-2	-6	0.2
CCC(=O)c1cn(CC(=O)Nc2ccc(C)cc2C)c2ccccc12	-2	-3	0	6	3	-5	-2	-1	-4	-2.7
CC(=O)Nc1ccc(Nc2cc(C)c3ccccc3n2)cc1	-2	-2	-10	-1	25	1	-51	0	-3	-1.4
COc1ccc(CN2C(=NC(=O)CCc3ccccc3)SC3CS(=O)(=O)CC32)cc1 (stereo unspecified)	-11	0	4	-12	4	-2	-34	-5	-2	-0.5

Compound activity deposited in PubChem BioAssay by several laboratories.
